ADAM17 inh: ADAM17 inhibitors, primary screen, biochemical, QFRET; Disintegrin and metalloproteinase domain-containing protein 17 (Homo sapiens), P78536; recombinant ADAM17, EDANS/DABCYL FRET peptide cleavage; inhibition, % at 6.95 µM; hit rate 0.83% among 370,000;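 active = inhibition above the mean of compounds lying between control limits plus 3 SD, set per campaign, cut at about 8.5% in these data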;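 note: 0% = DMSO-only wells as the low control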
PLC-gamma1 inh: PLC-gamma1 enzyme inhibitors, primary screen, biochemical, fluorescence, purified enzyme | 1-phosphatidylinositol 4,5-bisphosphate phosphodiesterase gamma-1 (Homo sapiens), P19174 | fluorogenic substrate | inhibition, % at 12.2 µM | hit rate 0.84% among 370,000 | AID 720700, 2013; in the data active = inhibition above about 9.5%
LEDGF integ inh: blockers of LEDGF/p75-dependent integrase strand transfer – biochemical, TR-FRET, high throughput, primary screen; HIV-1 integrase (with human LEDGF/p75); TR-FRET IN-LEDGF/p75 DNA integration, Eu/Cy5; inhibition, % at 3.7 µM; hit rate 0.64% among 370,000; AID 743269, 2014;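 active = inhibition above the screen-wide mean plus 3 SD, cut at about 13% in these data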;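 note: signal is the Cy5 over europium emission ratio at 671 and 618 nm; 0% = plate median of compound wells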
ARFGAP1 inhibitor: inhibitors of rat ARFGAP1 GAP activity, primary screen, biochemical, fluorescence polarization, GDP tracer; Arfgap1-stimulated ARF1 GTP hydrolysis, GDP FP detection; inhibition, % at 16.5 µM; hit rate 0.26% among 360,000; AID 651572, 2012;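 active = inhibition above a per-plate limit, mean inhibition of low control wells plus 3 SD, cut at about 25% in these data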;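 note: 0% = DMSO wells with enzyme and 100% = wells lacking Arfgap1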
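System: truncated rat Arfgap1 GAP domain / Benchmarks: high control wells lacking Arfgap1, low control full reaction with DMSO / Times: compound-enzyme preincubation 20 min, reaction 120 min, detection 60 min, 25 °C / Repeats: one replicate per compound / Also added: human ARF1(Δ1-17)-GTP substrate / Measured by: Tracer-displacement fluorescence polarization with EDTA stop, 620/688 nm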
DDE Tn7 FP inh: inhibitors of Tn7 peptide binding to fibrin DD(E), primary screen, biochemical, fluorescence polarization, human fibrin, Tn7 probe; Fibrinogen beta chain (Homo sapiens), P02675; FP displacement of FITC-Tn7 peptide from fibrin DD(E); 0% = median of compound wells per plate; inhibition, % at 8.3 µM; hit rate 0.13% among 370,000; AID 720508, 2013;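 active = inhibition above the mean of compounds falling within the control limits plus 3 SD of them, cut at about 14% in these data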;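 note: 0% = plate median of compound wells and 100% = 10 µM Aha-Tn7 peptide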
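Assay system: human fibrin DD(E). Input: DD(E) 2 µM final. Medium: Tris buffer with calcium and detergent, pH 7.8. Compound dosing: single point at 8.3 µM. Timing: 10 min plus 3 h, room temperature. Technique: fluorescence polarization of the labelled Tn7 tracer. Read-out: percent inhibition. Replicates: singlicate testing.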
ASAP1 inh: inhibitors of human ASAP1 ArfGAP activity, primary screen, biochemical, fluorescence polarization | hit rate 0.19% among 360,000 | inhibition, % at 16.5 µM | AID 624377, 2012 | ASAP1-stimulated ARF1 GTP hydrolysis, GDP FP detection | Arf-GAP with SH3 domain, ANK repeat and PH domain-containing protein 1 (Homo sapiens), …; in the data active = inhibition above about 25%;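 note: 0% = vehicle with enzyme and substrate and 100% = no enzyme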
Tn6 DDE FP: inhibitors of Tn6 peptide binding to fibrin DD(E), primary screen, biochemical, fluorescence polarization, human fibrin, Tn6 probe. hit rate 0.21% among 370,000. Fibrin DD(E) TRITC-Tn6 fluorescence polarization displacement. inhibition, % at 8.3 µM;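 active = inhibition above a per-campaign cutoff: mean of compounds within control limits plus 3 SD, cut at about 15% in these data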;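 note: 0% = median of all compound wells on the plate and 100% = blocking peptide control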
ADAM10 inh: human ADAM10 inhibitors, primary screen, biochemical, QFRET, HTS; Disintegrin and metalloproteinase domain-containing protein 10 (Homo sapiens), O14672; recombinant ADAM10, EDANS/DABCYL FRET peptide cleavage, 3 h; inhibition, % at 7 µM; hit rate 0.62% among 370,000; AID 720582, 2013;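 active = inhibition above a per-campaign cutoff equal to the mean of compounds falling between control-based bounds plus 3 SD, cut at about 20% in these data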;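 note: 0% = DMSO wells while the 100% control is not disclosed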
KLK7 zymogen act: proKLK7 zymogen activators, primary screen, biochemical, fluorescence intensity. Kallikrein-7 (Homo sapiens), P49862. purified proKLK7, EDANS-DABCYL substrate fluorescence; 100% is mature enzyme control, 0% vehicle. activation, % at 7 µM. hit rate 0.9% among 370,000;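 active = activation above the mean of all tested compounds plus 3 SD, computed per campaign excluding outliers beyond control limits, cut at about 13% in these data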
TDP2 inh: human TDP2 enzyme inhibitors, primary screen, biochemical, epi absorbance, recombinant enzyme; Tyrosyl-DNA phosphodiesterase 2 (Homo sapiens), O95551; T5PNP hydrolysis, p-nitrophenol absorbance 415 nm; inhibition, % at 12.8 µM; hit rate 0.34% among 370,000; AID 720702, 2013;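 active = inhibition above the mean of all tested compounds plus 3 SD, set per campaign, cut at about 25% in these data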;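 note: 0% = DMSO with enzyme and 100% = buffer with substrate but no TDP2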
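Assay system: recombinant human TDP2 / Reagent: T5PNP substrate at 5 mM, a TopII-DNA adduct mimic / Measured by: epi absorbance from released p-nitrophenol / Evaluation: % inhibition relative to enzyme-containing and enzyme-free wells / Control set: enzyme-free and DMSO wells / Replicates: each compound tested once, singlicate / Schedule: enzyme reaction with compound for 2 h at 37 °C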
The depositor's hits bear a star; x = not tested or not shown.

1	CC(=O)Nc1ccc(S(=O)(=O)Nc2ccc(-c3ccc4nnc(C)n4n3)cc2)cc1
2	COC(=O)Nc1ccc(S(=O)(=O)N2CCCCC2C(=O)O)cc1 (configuration not stated)
3	CC(=O)c1ccc(S(=O)(=O)Nc2cccc(-n3cnnn3)c2)cc1
4	CC(=O)Nc1ccc(NC(=O)c2cc(=O)c3cc(C)c(C)cc3o2)cc1
5	COc1ccc(-c2noc(CNC(=O)C(C)Oc3ccccc3)n2)cc1 (configuration not stated)
6	NC(=O)c1cc([N+](=O)[O-])cc2c1C=Cc1ccccc1O2
7	O=C(COc1ccc(S(=O)(=O)N2CCCCC2)cc1Cl)N1CCCC1
8	Cc1ccc(C(=O)NC(=S)Nc2cccc3c(C)cc(C)nc23)cc1
Compound	1	2	3	4	5	6	7	8
ADAM17 inh	0	0	-2	-2	0	0	-2	-1
PLC-gamma1 inh	-38	3	3	-2	7	-5	0	-8
LEDGF integ inh	-3	1	2	2	1	5	-9	-1
ARFGAP1 inhibitor	6	6	-14	29*	11	-7	4	14
DDE Tn7 FP inh	-7	-10	-8	-7	-3	1	4	4
ASAP1 inh	1	-9	-5	10	7	-23	15	-7
Tn6 DDE FP	-6	-8	1	-10	4	-7	-3	6
ADAM10 inh	-8	3	-2	3	5	-3	4	-11
KLK7 zymogen act	0.1	0.3	0.5	0.3	-0.2	0.0	0.3	-0.2
TDP2 inh	9	3	-6	7	-10	-8	-11	2

Five entries out of the list above, arranged by their value in PLC-gamma1 inh, highest first.
5	COc1ccc(-c2noc(CNC(=O)C(C)Oc3ccccc3)n2)cc1 (configuration not stated)
4	CC(=O)Nc1ccc(NC(=O)c2cc(=O)c3cc(C)c(C)cc3o2)cc1
6	NC(=O)c1cc([N+](=O)[O-])cc2c1C=Cc1ccccc1O2
8	Cc1ccc(C(=O)NC(=S)Nc2cccc3c(C)cc(C)nc23)cc1
1	CC(=O)Nc1ccc(S(=O)(=O)Nc2ccc(-c3ccc4nnc(C)n4n3)cc2)cc1
Compound	5	4	6	8	1
ADAM17 inh	0	-2	0	-1	0
PLC-gamma1 inh	7	-2	-5	-8	-38
LEDGF integ inh	1	2	5	-1	-3
ARFGAP1 inhibitor	11	29*	-7	14	6
DDE Tn7 FP inh	-3	-7	1	4	-7
ASAP1 inh	7	10	-23	-7	1
Tn6 DDE FP	4	-10	-7	6	-6
ADAM10 inh	5	3	-3	-11	-8
KLK7 zymogen act	-0.2	0.3	0.0	-0.2	0.1
TDP2 inh	-10	7	-8	2	9

(more compounds)
9	CCN(CC)CCCN(Cc1cc2cc3c(cc2[nH]c1=O)OCO3)C(=S)Nc1ccc(OC)cc1
10	COCCN(Cc1cc2cc(C)ccc2n2nnnc12)C(=S)Nc1ccccc1C
11	Cc1[nH]n(-c2cccc(Cl)c2)c(=O)c1/C=N/n1c(C)nc2ccccc2c1=O
12	O=C(NCCNC(=O)c1ccccc1O)c1ccccc1O
13	COc1ccc(S(=O)(=O)N(CC(=O)N2CCCC2)Cc2ccccc2)cc1
14	O=C(Nc1ccncc1)c1cccc2ccccc12
15	CC(=O)Nc1ccc(Oc2ccc(-c3noc(C)n3)cc2)cc1
16	COc1cc(/C=N/NC(=O)Cc2csc(N3CCOCC3)n2)cc(OC)c1O
Compound	9	10	11	12	13	14	15	16
ADAM17 inh	-58	1	0	-7	1	-3	-1	-10
PLC-gamma1 inh	-18	-2	-11	-9	2	-1	-1	-12
LEDGF integ inh	0	1	-1	0	3	2	1	-1
ARFGAP1 inhibitor	-6	10	18	10	6	5	-2	11
DDE Tn7 FP inh	-6	0	-3	4	0	9	-2	1
ASAP1 inh	-2	0	-7	-7	10	15	-10	-9
Tn6 DDE FP	4	3	-2	7	0	-3	-2	-1
ADAM10 inh	-171	-2	-15	-22	5	0	-6	-45
KLK7 zymogen act	2.1	0.2	-0.2	-6.2	0.1	0.7	-0.8	-15
TDP2 inh	-16	-5	-1	-11	-6	-5	2	4

17	CCOC(=O)c1c(C)n(C)c2ccc(OC(=O)c3ccoc3)cc12
18	COc1ccc(-c2cc(C(F)(F)F)nc(SCC(=O)Nc3cc(C)on3)n2)cc1OC
19	COC(CNC(=O)CCCn1nnnc1CN1CCOCC1)c1cccs1 (configuration not stated)
20	COc1ccc(C(CNC(=O)c2[nH]c(C)c(C(C)=O)c2C)N2CCOCC2)cc1 (configuration not stated)
21	Cc1nc(-c2ccccn2)nc(N(C)c2ccccc2)c1Cl
22	CCOC(=O)c1ccc(NC(=O)CSc2nc3ncccc3[nH]2)cc1
23	COc1ccc(OC)c(C(c2nnnn2CCc2ccccc2)N2CCC(C(N)=O)CC2)c1 (configuration not stated)
24	O=C(NCc1ccco1)C1CC(c2ccc(F)cc2)=NO1 (configuration not stated)
Compound	17	18	19	20	21	22	23	24
ADAM17 inh	-4	-270	-3	-1	-2	-1	-1	-7
PLC-gamma1 inh	1	-143	-1	-2	-1	0	3	1
LEDGF integ inh	-3	5	-2	5	8	-1	3	-5
ARFGAP1 inhibitor	-1	-8	0	1	2	0	-6	7
DDE Tn7 FP inh	7	7	-3	0	-8	-3	10	0
ASAP1 inh	-6	-1	-27	-5	13	-6	-5	-7
Tn6 DDE FP	-5	6	4	5	-2	6	-4	-7
ADAM10 inh	3	-44	3	-7	1	3	6	-2
KLK7 zymogen act	-0.3	-0.3	-0.5	0.4	0.3	0.4	0.7	0.1
TDP2 inh	12	1	1	7	3	8	9	-8

25	Cc1ccc(S(=O)(=O)Nc2cc(=O)[nH]c(SCc3ccccc3Cl)n2)cc1
26	COc1ccc(CNC(=O)[C@H](C)NC(=O)[C@@H]2Cc3ccccc3CN2)cc1
27	O=C(CN1CCC(NC(=O)c2ccccc2F)CC1)NCc1ccc(F)cc1
28	Cc1cccc(C)c1NC(=O)CNC(=O)c1ccc(COc2ccccc2)o1
29	Cc1ccc(C(=O)Nc2ncccc2C)cc1S(=O)(=O)N1CCOCC1
30	NC(=O)Cc1cccc(C(=O)c2ccccc2)c1N
31	NC(=O)C[n+]1cccc(C(=O)Nc2ccccc2)c1
32	CCOC(=O)C1=C(CN2CCSCC2)NC(=O)NC1c1cccc([N+](=O)[O-])c1 (configuration not stated)
Compound	25	26	27	28	29	30	31	32
ADAM17 inh	-65	-1	-4	-1	-1	-1	0	-1
PLC-gamma1 inh	5	3	2	-2	1	1	1	0
LEDGF integ inh	0	-2	-4	-3	0	1	0	-2
ARFGAP1 inhibitor	6	-4	3	13	-5	x	0	-2
DDE Tn7 FP inh	1	-2	3	-1	-9	4	-6	0
ASAP1 inh	-12	-1	7	-6	6	x	-9	-6
Tn6 DDE FP	-5	-2	1	5	-3	15	-9	-4
ADAM10 inh	9	6	-7	-2	-6	-7	11	5
KLK7 zymogen act	-0.3	-0.2	0.8	0.0	0.3	-0.4	-0.5	0.1
TDP2 inh	-3	-9	-8	6	4	6	-3	8

33	CCOC(=O)C(=O)Nc1cc(C(=O)OC)cc(C(=O)OC)c1
34	O=c1c2c(O)cc(O)cc2oc2ccc(O)c(O[C@@H]3O[C@H](CO)[C@@H](O)[C@H](O)[C@H]3O[C@H]3O[C@H](CO)[C@@H](O)[C@H](O)[C@H]3O)c12
35	Cc1cc(NC(=O)CS(=O)(=O)c2c[nH]c3ccccc23)no1
36	C=CCn1cc(/C=N/Nc2nc3ccccc3[nH]2)c2ccccc21
37	COc1ccc(C(=O)O/N=C(/c2ccccc2)c2ccncc2)cc1
38	CC(=O)c1nc2ccccc2n1S(=O)(=O)c1ccc(Cl)cc1
39	CCOC(=O)N1CCC(NC(=O)c2cnn3c(C(F)(F)F)cc(-c4cccc(OC)c4)nc23)CC1
40	Cc1cccc(CCN=c2c([N+](=O)[O-])nn(-c3ccccc3)n2O)c1
Compound	33	34	35	36	37	38	39	40
ADAM17 inh	1	5	-1	2	-1	-30	-2	0
PLC-gamma1 inh	-1	6	-1	-13	0	-54	-4	2
LEDGF integ inh	2	4	0	0	7	-2	4	1
ARFGAP1 inhibitor	12	-10	-1	3	8	-5	7	4
DDE Tn7 FP inh	0	7	-6	-3	-4	-5	-4	-5
ASAP1 inh	0	-6	11	-9	4	-11	3	11
Tn6 DDE FP	3	-2	-3	-15	-3	10	-6	0
ADAM10 inh	3	7	-2	-6	-2	-99	0	-1
KLK7 zymogen act	-0.5	0.4	0.1	-2.0	-0.3	1.2	-2.3	-0.8
TDP2 inh	-4	1	5	1	1	3	15	9

41	CCC(CC)NC(=O)COC(=O)c1ccc(NS(=O)(=O)c2ccc3c(c2)OCCO3)cc1
42	C[C@H]1C(=O)N(c2ccccc2)[C@@H]1c1ccccc1
43	COc1ccc(NC(=O)CSc2cn[nH]n2)c(OC)c1
44	COc1ccccc1NC(=O)CN1CCC(n2nnc3cc(F)ccc32)CC1
45	CN1CCc2c(sc(NC(=O)c3ccc([N+](=O)[O-])o3)c2C(N)=O)C1
46	Oc1ccccc1/C=N/Nc1ncc(Br)cn1
47	COc1cc(NC(=O)CNc2cccc(S(=O)(=O)N3CCCC3)c2)cc(OC)c1
48	CC1CCCN(c2ncnc3c2cnn3-c2ccccc2)C1 (configuration not stated)
Compound	41	42	43	44	45	46	47	48
ADAM17 inh	0	-5	1	3	-1	-2	-1	-2
PLC-gamma1 inh	-10	4	3	2	-5	-4	-1	0
LEDGF integ inh	0	-2	-1	2	4	1	-3	-3
ARFGAP1 inhibitor	12	-2	6	11	-13	-3	-5	6
DDE Tn7 FP inh	1	1	-10	-1	-11	6	8	-2
ASAP1 inh	-7	-8	7	-3	-5	3	-3	-8
Tn6 DDE FP	1	4	6	-5	-4	-6	-4	1
ADAM10 inh	4	-21	-2	6	1	0	1	-4
KLK7 zymogen act	0.1	-0.1	-0.9	0.3	-0.1	-0.3	0.4	0.8
TDP2 inh	-6	2	-6	-3	6	-10	8	12
